Compound activity deposited in PubChem by The Scripps Research Institute Molecular Screening Center.
OX1R antag-1: blocks the human orexin 1 receptor | inhibition, % at 5 µM | 330,000 tested, 0.43% active | CHO/OX1R cells, Fluo-8 calcium fluorescence, orexin A | AID 434989;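 active = inhibition above its plate's threshold, mean inhibition of all tested compounds on the plate plus 3 SD, cut at about 37% in these data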;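 note: 0% = orexin A challenge wells and 100% = SB-334867-A antagonist wells; not every result past the cut was called active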
Target sequence (O43613 whole entry, looked up): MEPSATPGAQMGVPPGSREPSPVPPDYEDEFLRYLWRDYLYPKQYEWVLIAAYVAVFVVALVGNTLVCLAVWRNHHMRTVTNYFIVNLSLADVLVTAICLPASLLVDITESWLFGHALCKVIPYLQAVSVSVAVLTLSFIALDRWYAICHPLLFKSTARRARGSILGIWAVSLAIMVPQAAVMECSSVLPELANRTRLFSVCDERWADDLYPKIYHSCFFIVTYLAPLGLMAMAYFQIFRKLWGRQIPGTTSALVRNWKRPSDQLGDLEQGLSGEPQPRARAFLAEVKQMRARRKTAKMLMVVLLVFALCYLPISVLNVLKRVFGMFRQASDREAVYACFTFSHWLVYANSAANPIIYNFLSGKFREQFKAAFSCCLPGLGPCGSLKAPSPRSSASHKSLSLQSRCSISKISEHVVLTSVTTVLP
OX1R antag-2: antagonists of human orexin 1 receptor (OX1R) | OX1R-expressing cells, FRET antagonist read-out | inhibition, % at 6.6 µM | 330,000 tested, 1.8% active | AID 485270; in the data active = inhibition mostly above about 38%, no sharp cut-off; inactive = mostly below about 40%;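 note: 0% = agonist challenge alone and 100% = reference antagonist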
The depositor's hits bear a star.

Preview (six entries):
OX1R antag-1	OX1R antag-2	SMILES
-5	7	CCCc1ccc(Oc2cc(NN3CCCCC3)c([N+](=O)[O-])cc2[N+](=O)[O-])cc1
-6	10	CCOc1ccc(N=c2scc(-c3ccccc3)n2CCO)cc1
-14	2	Cc1ccc(S(=O)(=O)CCC(=O)OCC(=O)NC(C)c2ccccc2)cc1 (stereo unspecified)
-10	34	Cc1ccc(C(=O)Nc2c(C)cc(-c3ccccc3)oc2=O)cc1
-7	13	COc1ccc(NC2=CC(=S)NC(C)(C)C2)cc1
-5	7	O=C(Nc1ccccn1)c1ccc2ccccc2c1O

The listing (from the top)
OX1R antag-1	OX1R antag-2	SMILES
-5	7	CCCc1ccc(Oc2cc(NN3CCCCC3)c([N+](=O)[O-])cc2[N+](=O)[O-])cc1
-6	10	CCOc1ccc(N=c2scc(-c3ccccc3)n2CCO)cc1
-14	2	Cc1ccc(S(=O)(=O)CCC(=O)OCC(=O)NC(C)c2ccccc2)cc1 (stereo unspecified)
-10	34	Cc1ccc(C(=O)Nc2c(C)cc(-c3ccccc3)oc2=O)cc1
-7	13	COc1ccc(NC2=CC(=S)NC(C)(C)C2)cc1
-5	7	O=C(Nc1ccccn1)c1ccc2ccccc2c1O
-32	5	CN(C)C(=O)CCc1ccc2c3c([nH]c2c1)[C@]1(CCc2ccccc2)[C@@H](C(=O)N2CCCCC2)C[C@H](CC(=O)NCCc2ccccn2)C(=O)N1CC3
-31	32	CSc1nc(Oc2ccccc2)c2sccc2n1
6	4	O=C(O)CCCN1C(=O)C2C3c4ccccc4C(c4ccccc43)[C@@H]2C1=O (stereo partly specified)
-37	16	CC(=O)Oc1cc2c(C(=O)NCCN3CCOCC3)c(C)oc2c2ccccc12
-33	16	COC(=O)c1cc(=O)n(Cc2ccco2)c(=Nc2ccc(F)cc2)s1
-24	3	Cc1ccc(C)c(NC(=O)CCN2CCN(c3ccccc3F)CC2)c1
-11	9	CC(C)C(=O)Nc1ccc(C(=O)NNC(=S)NC(=O)c2ccccc2[N+](=O)[O-])cc1
-12	-19	Oc1c(Br)cc(Br)cc1C=Nc1ccc2c(c1)OCO2
-23	22	CN(/N=C/c1ccc(O)cc1O)c1nc(-c2ccccc2)cc(-c2ccccc2)n1
-10	7	CCOc1ccc(-n2c(SCC(=O)Nc3cc(C(=O)O)ccc3Cl)nc3ccccc3c2=O)cc1
-33	11	CC1(C)Cc2c(cnn2-c2ccc(F)cc2)C(NC(=O)C(C)(C)O)C1 (stereo unspecified)
-29	15	Cc1ccc(NS(=O)(=O)c2c(C)[nH]c(C)c2C(=O)N2CCCCC2)c(Cl)c1
-20	6	COc1ccc(S(=O)(=O)N2CCN(c3ncccn3)CC2)cc1[N+](=O)[O-]
-55	19	CCN(Cc1ccccc1)C(=O)c1cc2c(=O)oc3ccc(C)cc3c2s1
-2	20	CC(=O)c1cccc(NC(=O)C2COc3ccccc3O2)c1 (stereo unspecified)
-7	0	Cn1cnnc1SCCNS(=O)(=O)c1ccccc1
-11	15	O=C(Nc1ccc(NC(=O)c2cc3ccccc3o2)cc1)c1ccco1
-18	23	CN1C(=O)C2(C(C#N)=C(N)N(c3ccc(Cl)cc3)C3=C2C(=O)CC(C)(C)C3)c2ccccc21 (stereo unspecified)
-10	19	COc1ccccc1OCc1ccc(C(=O)Nc2ccccc2F)cc1
24	21	Fc1cc(F)c2nc(Nc3nc4c(F)cccc4s3)sc2c1
1	11	CCC(C)[C@H](NC(=O)N1CC(=O)Nc2ccccc21)C(=O)N1CCC[C@H]1C(=O)O (stereo partly specified)
-12	1	CCn1c(C(=O)O)c(CC(=O)N(C)c2ccc(OC)cc2OC)c2ccccc21
-20	17	O=C(Nc1ccncc1)c1cc(F)cc(F)c1
-7	6	COc1ccccc1Nc1ccc(N)cc1
-10	16	COCCNC(=O)c1ccc(CN2CCC(Cc3ccccc3)CC2)cc1
-10	60*	Cc1ccc(-c2csc(NCCn3c(-c4ccncc4)nc4ccccc43)n2)cc1
-5	17	COc1cc(C)c(Cl)cc1S(=O)(=O)N1CCCC1
17	68*	COC(=O)CSc1nc(-c2cccs2)ccc1C#N
-25	0	Cc1ccc(S(=O)(=O)NNC(=O)c2cnn(-c3ccccc3)c2C(F)(F)F)cc1
-7	7	Cc1ccc2c(c1)c1c3n2CCCNC3CCC1 (stereo unspecified)
-24	25	Cc1cc(C)nc(N/N=C/c2c(C)oc3ccccc23)n1
-26	5	CCC(Sc1nc(N)c(NC(=O)c2ccc(OC)c(OC)c2)c(=O)[nH]1)C(=O)OC (stereo unspecified)
2	10	Oc1ccc(N=Cc2cc(Br)c(N3CCOCC3)o2)cc1
-10	-3	CC1=C(C(=O)Nc2ccccc2)C(c2ccc(N(C)C)cc2)NC(=O)N1 (stereo unspecified)
3	-3	O=C1Nc2ccccc2SC(c2ccccc2)C1O (stereo unspecified)
22	24	Oc1ccccc1C1=NN(c2ccccc2)C(c2ccccc2)C1 (stereo unspecified)
1	6	COc1ccc(-c2ccc3oc(-c4ccc(OC)cc4)c(-c4ccc(OC)cc4)c3c2)cc1
-14	-2	Cc1ccc(S(=O)(=O)c2nc(S(=O)(=O)CCO)sc2N2CCOCC2)cc1
-13	5	Nc1c(C(=O)N2CCCCC2)sc(=S)n1-c1ccccc1
-6	22	CCc1ccccc1NC(=S)NCCSc1ccc(Cl)cc1
0	-4	N#CCC(=O)N1CCN(C=O)CC1
-6	52	CS(=O)(=O)N(CC(=O)Nc1c(F)cccc1F)c1cccc([N+](=O)[O-])c1
-5	8	CCc1ccc(NC(=S)Nc2ccc3cn[nH]c3c2)cc1
-29	21	O=C(Oc1ccccc1)c1ccc(NC(=O)c2ccco2)cc1
-41	8	Nc1nc(CN2CCN(c3ccccn3)CC2)nc(Nc2ccc(Cl)cc2)n1
-16	6	COCCNC(=O)c1ccc(-n2c(SCc3cc(F)ccc3F)nc3ccccc3c2=O)cc1
-16	18	CCc1cc(=O)oc2cc(C)cc(OC(C)C(=O)NCCN3CCOCC3)c12 (stereo unspecified)
-28	6	Cc1ccc(NC(=O)CSc2ccc(-c3ccco3)nn2)cc1
-13	5	Cn1cnc(S(=O)(=O)N2CCN(C(c3ccccc3)c3ccccc3)CC2)c1
2	4	Cc1oc(C(=O)O)cc1CSc1nnc(-c2ccccc2)n1C
-32	27	CCOC(=O)C1=C(C)N=C2c3ccccc3C(=O)C2C1c1ccc(Br)cc1 (stereo unspecified)
-15	48	Cc1ccc(C)c(NS(=O)(=O)c2cc(Br)cnc2N)c1
-37	11	C=C(C)CSc1cc(C)c(C#N)c2nc3ccccc3n12
-38	17	CC1Cc2ccccc2N1CC(=O)NC(c1ccccc1)c1ccccc1 (stereo unspecified)

Of the compounds above, 4 have an NH in an aromatic ring:
OX1R antag-1	OX1R antag-2	SMILES
-32	5	CN(C)C(=O)CCc1ccc2c3c([nH]c2c1)[C@]1(CCc2ccccc2)[C@@H](C(=O)N2CCCCC2)C[C@H](CC(=O)NCCc2ccccn2)C(=O)N1CC3
-29	15	Cc1ccc(NS(=O)(=O)c2c(C)[nH]c(C)c2C(=O)N2CCCCC2)c(Cl)c1
-26	5	CCC(Sc1nc(N)c(NC(=O)c2ccc(OC)c(OC)c2)c(=O)[nH]1)C(=O)OC (stereo unspecified)
-5	8	CCc1ccc(NC(=S)Nc2ccc3cn[nH]c3c2)cc1

(further entries)
OX1R antag-1	OX1R antag-2	SMILES
-18	28	CC(=O)Nc1ccc(NC(=O)CCCSc2nc3ccccc3s2)cc1
-3	8	O=C(CNC(=O)c1ccc(Cl)cc1Cl)OCC(=O)N1CCCC1
-1	11	CC1(c2nnc(-c3ccc(Cl)cc3)o2)CC(c2cccnc2)=NO1 (stereo unspecified)
-13	8	O=C(CNC(=O)c1ccccc1Cl)NCC(c1cccs1)N1CCOCC1 (stereo unspecified)
-9	19	COc1ccc(C(=O)N2CCN(c3ccc([N+](=O)[O-])c(NCCc4ccc(OC)c(OC)c4)c3)CC2)cc1
-13	23	Cc1cccc(-n2ncc3c2CCCC3NC(=O)Cc2c(C)noc2C)c1C (stereo unspecified)
9	14	CCOc1ccc2nc(-c3cc(NC(C)=O)ccc3O)sc2c1
-6	17	COc1cccc(N(CC(=O)N/N=C(\C)c2cccs2)S(C)(=O)=O)c1
-13	18	O=S1(=O)CCO[C@H]2Cc3ccccc3[C@H]2N1Cc1cccc(C(F)(F)F)c1
-26	12	O=S(=O)(Nc1cccc(-c2nc3cccnc3s2)c1)c1ccc2c(c1)OCCO2
-9	24	COc1ccc(NC(=O)c2cccc(N3C(=O)C4C5C=CC(C5)C4C3=O)c2)c(OC)c1 (stereo unspecified)
-3	60	CCn1c(SC(C)C(=O)NC2CCCc3ccccc32)nnc1-c1cccs1 (stereo unspecified)
-14	2	COc1cc(Cl)c(C)cc1NC(=O)COC(=O)C1=NN(c2ccccc2)C(=O)CC1
-27	32	COc1ccc(CNn2c(-c3cccs3)nc3ccccc3c2=O)cc1OC
-11	8	Cc1ccc(-n2c(Cn3cnc4ccccc43)nnc2SCC(=O)O)cc1
-10	18	O=C(NCCN1CCOCC1)c1ccc(CS(=O)c2ccccc2Cl)o1 (stereo unspecified)
-23	32	COc1ccc(Cl)cc1NC(=O)CN(C)C(=O)CCC(=O)c1cc(C)sc1C
-43	29	COc1ccc(N2CCN(C(=O)c3ccc4c(c3)[nH]c(=S)n3c5ccccc5nc43)CC2)cc1
-15	24	CCOC(=O)c1[nH]c(C)c(C(=O)OCCOc2cccc(C)c2)c1C
-4	16	C/C(=N\Nc1ccc2nncn2n1)c1ccco1
4	18	NC(=O)c1cc(C(=O)c2ccc(Cl)cc2)c[nH]1
-38	16	C=CCn1c(=O)c2ccccc2n2c(SCc3c(C(=O)OCC)oc4ccccc34)nnc12
-8	4	CC1CN(C(=O)c2ccc(COCC(F)(F)F)o2)CC(C)O1 (stereo unspecified)
-28	5	COC(=O)Nc1sc2c(c1C(=O)NCc1ccco1)CCC2
-23	8	CC(=O)Nc1ccc(S(=O)(=O)N(CCc2ccccc2)CC(=O)N/N=C/c2ccc(C(=O)O)cc2)cc1
-21	3	CCCN(C(=O)C(NC(=O)c1ccccc1)C(C)C)c1c(N)n(Cc2ccccc2)c(=O)[nH]c1=O (stereo unspecified)
-23	10	O=C(CSc1ccc(-c2ccccn2)nn1)N1CCCCC1
-10	9	Clc1ccc(Nc2nc3ccccc3n3nnnc23)cc1
7	14	O=C(COC(=O)CSc1ccc([N+](=O)[O-])cc1)NCCc1ccccc1
-1	10	COc1ccc(Nc2ncnc3c2c(C)c(C)n3CCO)cc1
-26	31	CN(C(=O)COC(=O)COc1ccccc1Cc1ccccc1)c1ccccc1
6	98*	COc1ccc2cc3c(N)c(C(=O)N4CCCC4)sc3nc2c1
-19	12	Nc1cccc(CCc2nc3cc4ccccc4cc3[nH]2)c1
-21	14	CC(=O)NC(Cc1ccc(C)cc1)C(=O)NC1CCN(c2ncccc2[N+](=O)[O-])CC1 (stereo unspecified)
-20	11	CCOc1cc(C=C2C(=O)c3ccccc3C2=O)ccc1OCC(=O)Nc1ccc(C)cc1
-3	10	COC(=O)Cc1c(C)c2ccc(OCc3nn[nH]n3)cc2oc1=O
-5	20	COc1ccccc1CCNC(=O)C(=O)NCC1OCCN1S(=O)(=O)c1ccc(Br)cc1 (stereo unspecified)
-18	13	Cc1ccc(CSCCNC(=O)CN(c2ccccc2)S(C)(=O)=O)cc1
-14	16	CCCN1C(=O)c2cc(C(=O)NCc3ccc(OC)cc3)ccc2C1O (stereo unspecified)
-29	28	CC(C)c1nc2cc(Cl)ccc2n(Cc2ccccc2)c1=O
-76	30	CCN1C(=O)/C(=C\c2nc3ccccc3c(=O)n2CC)c2ccccc21
0	8	CCOC(=S)SCC(=O)Nc1nccs1
11	72*	Cc1cc(C)cc(NC(=O)C2CCCN(S(=O)(=O)c3c(C)noc3C)C2)c1 (stereo unspecified)
-5	13	COc1ccc(C(=O)CSc2n[nH]c(=O)n2Cc2ccco2)cc1
-4	-3	COc1cccc(CCC(=O)N2CCC(n3nccc3NC(=O)C3CCOC3)CC2)c1 (stereo unspecified)
18	53*	N#C/C(=C/c1ccc(Sc2nc3ccccc3[nH]2)o1)c1ccccc1F
-6	39	O=[N+]([O-])c1ccc(Nc2nc(Cl)nc(NCCO)n2)cc1
-7	5	CC(C)(C)c1ccc(C(=O)c2c[nH]c(C(=O)NCCCN3CCOCC3)c2)cc1
-6	13	O=C(COc1ccc(F)cc1)N1CCC(c2ccccc2)C1 (stereo unspecified)
-5	-3	Cc1cc(C(=O)N2CCC(C(N)=O)CC2)c(C)o1
2	8	CC(C)NS(=O)(=O)c1ccc(CCC(=O)N2CCCC2)cc1
-16	43	CCOc1ccc(Nc2ccc(N3C(=O)CCC3=O)cc2[N+](=O)[O-])cc1
-23	28	Cc1nnc(NC(=O)CSc2ccc(-c3ccc(Cl)cc3)nn2)s1
-21	15	COc1ccc(CCNC(=O)c2nonc2N)cc1OC
-10	14	CCOCCCNC(=O)C1c2ccccc2Oc2ccccc21
-11	30	O=C1CCCN1CC(=O)N1CCCC(Nc2cccc(F)c2)C1 (stereo unspecified)
-8	11	CC(C)C(=O)Nc1ccc2c(c1)nc1n2CCSC1
3	5	Cc1cccc(NC(=O)CN2C(=O)S/C(=C\C(=O)Nc3ccc(Cl)cc3)C2=O)c1
-10	12	COc1ccc(/C=C/C(=O)c2cccc(-n3cnnn3)c2)cc1O
-28	19	O=C(/C=C/c1ccccc1)c1ccc2c(c1)OCCCCO2
-18	23	CCC(Oc1ccc2ccccc2c1)C(=O)O (stereo unspecified)

Ordered by value in OX1R antag-2 (highest first): three from the list above.
OX1R antag-1	OX1R antag-2	SMILES
-23	28	Cc1nnc(NC(=O)CSc2ccc(-c3ccc(Cl)cc3)nn2)s1
-28	19	O=C(/C=C/c1ccccc1)c1ccc2c(c1)OCCCCO2
2	8	CC(C)NS(=O)(=O)c1ccc(CCC(=O)N2CCCC2)cc1
